RECQ1 helicase – blocks DNA unwinding by human RECQ1. P46063. RECQ1 DNA unwinding, red fluorescence kinetic read. Potency, µM (top dose mostly 57.3 µM), without a hit: at the top dose activity, negative = inhibition, most hits filed as inhibitors. 240,000 compounds, 0.54% hits;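 note: plate controls were vehicle for no effect and no enzyme for full effect; nearly all actives have a fitted effect of over 30% in size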
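RECQ1T1 50 nM; forked duplex (20 bp + 30-nt ss tails) 200 nM, ATP 2 mM final; pH 8.0, 2 mM MgCl2, 2.5 ug/ml poly(dI-dC); 15 min compound preincubation; discontinuous kinetic read over 2 h at RT.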
ALDH1A1 inh – inhibitors of human aldehyde dehydrogenase 1A1 | AID 1030 | Potency, µM (series often up to 75.3 µM), without a hit: at the top dose activity, negative = inhibition, hits mostly inhibitors | Purified ALDH1A1, NADH fluorescence, propionaldehyde substrate | 220,000 compounds, 7.3% hits; active = well fitted inhibition curve with a large enough effect, not every such curve was filed as active; inconclusive = small, poorly fitted or top-dose-only effect, or another doubt; inactive = no such curve, though single readings can be large or run the other way;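 note: plate controls were no enzyme wells and a reference inhibitor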
KDM4E inh – inhibitors of human JMJD2E histone demethylase | B2RXH2 | JMJD2E catalytic domain, FDH-coupled NADH fluorescence (FDH is formaldehyde dehydrogenase) | Potency, µM (highest dose often 57.1 µM), without a hit: at the top dose activity change, negative = inhibition, usual class: inhibitors | 230,000 compounds, 1.6% hits | AID 2147; active = well fitted inhibition curve with a large enough effect, not every such curve was filed as active; inconclusive = small, poorly fitted or top-dose-only effect, or another doubt; inactive = no such curve, though single readings can be large or run the other way;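 note: 0% = wells with enzyme and -100% = buffer wells without enzyme; nearly all actives have a fitted effect of over 50% in size; many of its hits are not listed in these tables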
Target sequence (B2RXH2 1-337 limits assumed): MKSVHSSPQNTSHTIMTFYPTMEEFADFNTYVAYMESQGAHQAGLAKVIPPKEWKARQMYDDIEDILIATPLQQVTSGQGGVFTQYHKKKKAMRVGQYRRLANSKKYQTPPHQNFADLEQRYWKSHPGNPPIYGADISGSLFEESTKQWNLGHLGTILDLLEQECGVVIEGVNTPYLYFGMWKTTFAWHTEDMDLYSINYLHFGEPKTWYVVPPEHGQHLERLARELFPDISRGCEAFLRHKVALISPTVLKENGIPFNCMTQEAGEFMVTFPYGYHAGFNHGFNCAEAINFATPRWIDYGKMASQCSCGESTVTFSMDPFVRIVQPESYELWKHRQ
SMN2 splice up – increases expression of the SMN2 splice variant; 210,000 compounds, 2.8% hits; HEK293 SMN2-luciferase splicing reporter, luminescence, 30-36 h; AID 1458; Potency, µM (highest dose often 46.1 µM), without a hit: at the top dose activity change, positive = activation, hits mostly activators; note: % of control where 0% means no effect; nearly all actives have a fitted effect of over 55% in size
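qHTS luciferase splicing reporter: luminescence rises when SMN2 exon 7 is included in transfected HEK293 cells. Compound exposure lasted 30-36 h at 37C, with 4.5 mM final sodium butyrate as control, followed by a ONE-Glo read.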
LMNA splice mod – LMNA splicing modulation | HeLa LMNA splicing GFP/RFP minigene ratio, 48 h | Potency, µM (series often up to 46.1 µM), without a hit: top-dose ratio change, negative = inhibition, hits mostly inhibitors | 200,000 compounds, 0.01% hits | AID 1487; active = well fitted inhibition curve with a large enough effect in the signal ratio, with a control signal flat, not every such curve was filed as active; inconclusive = small, poorly fitted or top-dose-only effect, or effect the other way, or a change in a side signal; the % refers to the signal ratio; note: % is set by controls: 0 for no effect and ±100 for the full control effect
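Read-out is the ratio of GFP to DsRed2 object intensity, acquired by 488 nm laser-scanning cytometry on HeLa lamin A-EGFP minigene reporter cells. Compound incubation 48 hrs at 37 °C in Opti-MEM with 2% FBS; DMSO 0.5% final.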
TexasRed fluor – Texas Red fluorescence interference in TRb-SRC2 counter-screen. TRb/SRC2 Texas Red total fluorescence interference. Potency, µM (doses to about 106 µM), without a hit: top-dose fluorescence change, negative = quenching. 280,000 compounds, 0.29% hits; active = well fitted curve in either direction with a large enough effect; inconclusive = small, poorly fitted or top-dose-only effect; note: % is set by controls: 0 for no effect and ±100 for the full control effect
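Human TRb ligand-binding domain at 0.6 uM with 20 nM Texas Red SRC2 peptide in Tris buffer containing 1 uM T3 and 5% DMSO, incubated with compound 5 h at ambient temperature. Total fluorescence (555/632 nm) calculated as parallel + 2 × perpendicular.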
TRb SRC2 PPI – TRbeta-SRC2 interaction inhibition. Potency, µM (highest dose often 106 µM), for inactives: at the highest dose activity change, negative = inhibition, most hits filed as inhibitors. TRbeta-SRC2 peptide binding, fluorescence polarization; receptor liganded with 1 µM T3. 280,000 compounds, 0.065% hits. P10828. AID 1469;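 note: plate controls were bound peptide for no effect and peptide without receptor for full effect; nearly all actives have a fitted effect of over 50% in size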
Target sequence (P10828 whole entry, looked up): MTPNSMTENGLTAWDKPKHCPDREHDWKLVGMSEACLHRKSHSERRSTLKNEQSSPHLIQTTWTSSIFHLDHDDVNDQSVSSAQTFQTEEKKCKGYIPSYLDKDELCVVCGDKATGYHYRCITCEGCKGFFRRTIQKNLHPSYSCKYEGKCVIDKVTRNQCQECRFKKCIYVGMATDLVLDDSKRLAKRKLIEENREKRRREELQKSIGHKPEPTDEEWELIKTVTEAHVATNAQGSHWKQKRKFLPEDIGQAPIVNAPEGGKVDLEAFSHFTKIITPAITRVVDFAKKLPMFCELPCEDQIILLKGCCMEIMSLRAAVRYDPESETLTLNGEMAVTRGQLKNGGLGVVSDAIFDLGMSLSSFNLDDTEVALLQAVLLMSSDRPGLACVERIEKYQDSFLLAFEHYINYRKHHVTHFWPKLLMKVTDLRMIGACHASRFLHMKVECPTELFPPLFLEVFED
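Compounds were added to 0.6 uM TRb ligand-binding domain and 20 nM Texas Red-labeled SRC2 peptide in Tris buffer containing 1 uM T3, incubated 5 hr at ambient temperature, then read by fluorescence polarization.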
RGS12 GoLoco inh – inhibitors of human Gai1-RGS12 GoLoco interaction (red fluorophore) | Potency, µM (doses to about 61.6 µM), for the others: at the top dose activity, negative = inhibition, usual class: inhibitors | 230,000 compounds, 0.44% hits | AID 880 | Gai1:RGS12 GoLoco peptide FP, rhodamine, 10 min | P63096; active = well fitted inhibition curve with a large enough effect, not every such curve was filed as active; inactive = no such curve, though single readings can be large or run the other way; note: % is set by controls: 0 for no effect and ±100 for the full control effect; nearly all actives have a fitted effect of over 30% in size; many of its hits are not listed in these tables
The depositor's hits bear a star; i = inactive; ? = inconclusive; / = not tested or not shown; & = joins results of further samples; [ ] = another dose, or the depositor's remark. Unless noted, calls come from the whole dose curve; as a rule, active = well fitted curve in the direction sought with a large enough effect; inconclusive = small, poorly fitted or top-dose-only effect, or another doubt; inactive = no such curve, though single readings can be large; an effect the other way counts as inactive or inconclusive. Potency is the fitted concentration of half-maximal effect. Only part of the results is shown; rates above refer to the full screens.

# | Structure | RECQ1 helicase | ALDH1A1 inh | KDM4E inh | SMN2 splice up
1 | Cc1cc(C)c2c(CN3CCN(Cc4ccc5c(c4)OCO5)CC3)cc(=O)oc2c1C | i | 1.6µM* | 4% | -37%[inhibitor]
2 | CSc1nc(C)cc(OCNC(=O)c2cccs2)n1 | i | -4% | 3% | 6%
3 | C=CCN(c1ccc(C(=O)NC(C)C)cc1)S(C)(=O)=O | i | 2% | -1% | 6%
4 | CCc1[nH]c(=S)c(C#N)c(-c2ccccc2)c1C(=O)OC | 8% | ? | 3% | -9%
5 | CSc1nc(-c2ccc(Cl)cc2)c(C#N)c(=O)[nH]1 | 25% | 3% | -20% | 3%
6 | Cc1nc(-c2ccc(S(=O)(=O)Nc3cccc(S(N)(=O)=O)c3)s2)cs1 | -1% | / | 0% | /
7 | Nc1nnc(CCc2ccccc2)s1 | -7% | 2% | 0% | 0%
8 | O=[N+]([O-])c1ccc2c(c1)ncn2-c1ccccc1 | -19% | ? | -9% | -9%
9 | CCN(CC)c1ccc(NC(=O)CCNC(=O)c2ccco2)cc1 | -3% | 0% | 7% | -8%
10 | O=C(c1cc2cc(Br)ccc2oc1=O)N1CCN(c2ccccn2)CC1 | -6% | 2% | -4% | -4%
11 | O=C(COC(=O)c1ccc([N+](=O)[O-])s1)Nc1ccc(Cl)cn1 | -13% | ? | 3% | 0%
12 | Cc1nccn1-c1ccc(C=O)cc1 | i | 20µM* | 5% | /
13 | COC(=O)[C@@H]1C[C@@]2(O)[C@@H](O)[C@@H](O)[C@@H](O)C[C@H]2N1Cc1ccc(-c2ccccc2)cc1 | -7%&-3% | -1% | -30%&-3% | -20%
14 | N#Cc1cnc(Sc2ccccc2)nc1 | 0% | 1% | 3% | 1%
15 | C=CCn1c(C)cc(C(=O)CSc2nc3ccccc3[nH]2)c1C | 1% | -8% | 8% | -59%[inhibitor]

# | LMNA splice mod | TexasRed fluor | TRb SRC2 PPI | RGS12 GoLoco inh
1 | ? | 1% | -2% | -3%
2 | -4% | -3% | 4% | -2%
3 | 2% | 1% | -28% | 1%
4 | 5% | -4% | -10% | 6%
5 | ? | 0% | 2% | 23%
6 | / | -2% | 8% | 11%
7 | 9% | 2% | -23% | -5%
8 | 5% | -2% | -1% | 1%
9 | 8% | 0% | -9% | -1%
10 | -1% | -5% | 0% | 6%
11 | 17% | 0% | 2% | 31%[activator]
12 | 6%[46 µM] | -1%[53 µM] | 0%[53 µM] | 4%
13 | / | -1%&0% | -4%&1% | -1%&-4%
14 | / | -3% | -9% | 8%
15 | -15% | 1% | 6% | 1%

More results
# | Structure | RECQ1 helicase | ALDH1A1 inh | KDM4E inh | SMN2 splice up
16 | COc1ccccc1Nc1nnc(SCC(=O)Nc2cc(C)on2)s1 | -3% | 4% | -1% | -10%
17 | NS(=O)(=O)c1ccc(N=Nc2c(O)c(C(=O)O)cc3ccccc23)cc1 | -23% | 8%[13.5 µM] | -11% | -2%[9.22 µM]
18 | CCc1cc(C(=O)NNC(=S)Nc2ccccc2C)cs1 | 5% | 25µM* | -7% | 14µM*
19 | Cc1ccc(-c2cc(C(=O)N/N=C/c3c(C)nn(C)c3C)c3ccccc3n2)c(C)c1 | -3% | 9% | 0% | -2%
20 | CC1CCCC(NC(=O)COC(=O)CCc2ccccc2)C1C (configuration not stated) | ? | 1% | 5% | -2%
21 | c1ccc2c(c1)nc(NCc1ccc3c(c1)OCO3)n2CCN1CCOCC1 | i | 0% | 3% | -13%
22 | CS(=O)(=O)N(CC(=O)NCc1ccccc1Cl)c1cccc([N+](=O)[O-])c1 | 23% | 14% | 2% | -26%
23 | CC(=NCCc1ccccc1)C1=C(O)CSC1=O | 0% | 8% | -3% | ?
24 | Cc1cnc(C(=O)OCC(=O)N2c3ccccc3NC(=O)C2(C)C)cn1 | i | 7% | 6% | -7%
25 | COc1cccc(OC)c1C(=O)N1CCN(c2c(Cc3ccccc3)c(C)nc3ncnn23)CC1 | -7% | -3% | 0% | -7%
26 | CCN1CCN(Cc2ccc(NC(=O)c3ccc(C)c(NC(=O)c4cccc5[nH]ccc45)c3)cc2C(F)(F)F)CC1 | 10% | / | -17% | /
27 | CN(Cc1ccccc1)C(=O)[C@H](Cc1ccc2ccccc2c1)NC(=O)[C@@H]1CCCN1C(=O)Nc1ccccc1[N+](=O)[O-] | -14% | -4% | / | /
28 | COc1ccc(Cc2nnc(SCC(=O)NCc3ccco3)o2)cc1 | 1% | ? | 0% | 7%
29 | O=C(CSc1ncnc2c1nnn2Cc1ccccc1F)N1CCN(c2ccccc2)CC1 | -1% | ? | 1% | -16%
30 | O=C(CCc1ccccc1)Nc1nnc(-c2ccccn2)o1 | -7% | ? | ? | -14%

# | LMNA splice mod | TexasRed fluor | TRb SRC2 PPI | RGS12 GoLoco inh
16 | 1% | -1% | -6% | 6%
17 | / | -6% | -2% | 7%[14.2 µM]
18 | ? | 6% | -26% | 5%
19 | -1% | -5% | -2% | 13%
20 | / | -4% | -1% | 13%
21 | 17%[46 µM] | -1% | 1% | 5%
22 | / | 5% | 7% | 0%
23 | 0% | 1% | -8% | 7%
24 | -4% | -5% | -1% | -4%
25 | 4% | 0% | -5% | -4%
26 | / | 0% | 0% | 9%
27 | / | -1% | -4% | 7%
28 | 5% | -2% | -15% | 8%
29 | -20% | -13% | 0% | 2%
30 | -13% | ? | -9% | 13%

(further entries)
# | Structure | RECQ1 helicase | ALDH1A1 inh | KDM4E inh | SMN2 splice up
31 | CC(C)Cn1cc(C(=O)N2CCOCC2)c2c3ccccc3n(C)c2c1=O | 0% | 10% | 5% | /
32 | CCOC(=O)N1CCC(NC(=O)c2ccc3nc(N4CCOCC4)sc3c2)CC1 | 0% | 3% | 1% | -24%
33 | O=C(CCN1C(=O)c2cccc3cccc(c23)C1=O)N1CCOCC1 | -17% | ? | ? | ?
34 | COC(=O)c1nnn(CC(=O)NC(=O)Nc2ccccc2)c1C(=O)OC | -7% | 0% | -2% | -27%
35 | CCN(CC)c1nc(-c2cccc(OC)c2O)nc2ccccc12 | -6% | 2% | -7% | -5%
36 | COCCNc1cc(-c2ccccc2C)ncn1 | -12% | ? | / | /
37 | O=Cc1ccccc1OCCOc1ccccc1C=O | i | 20µM* | -2% | ?
38 | CCOC(=O)/C=C1\CC(C(=O)OCC)Oc2c(OC)cccc21 (configuration not stated) | -7%[81.1 µM] | -9% | / | /
39 | O=C(O)CSc1nnc(-c2ccc3c(c2)OCO3)n1-c1ccccc1 | i | 7% | 0% | 3%
40 | CC(=O)c1ccc(-n2nnnc2SCC(=O)N2CCN(C(=O)c3ccco3)CC2)cc1 | -2% | ? | 5% | -18%
41 | CCOC(=O)NC(=O)/C(C#N)=C\c1ccccc1 | -6% | 7.1µM* | 8% | -2%
42 | O=C(CN1CCN(c2ccc([N+](=O)[O-])cc2)CC1)Nc1ccccn1 | 2% | ? | -3% | -89%[inhibitor]
43 | COc1ccc(-c2cc3ccccc3n2CC(O)CNCCO)cc1 (configuration not stated) | -6% | ? | ? | -2%
44 | COc1ccc(-c2cc(C(=O)O)c3c(C)nn(-c4ccccn4)c3n2)cc1 | -1% | ? | ? | -14%
45 | CN1CCN(S(=O)(=O)c2cc([N+](=O)[O-])ccc2Cl)CC1 | 1% | 9% | 2% | /

# | LMNA splice mod | TexasRed fluor | TRb SRC2 PPI | RGS12 GoLoco inh
31 | 5% | -5% | 4% | /
32 | -12% | 0% | -13% | 7%
33 | 19%[46 µM] | 0% | 2% | 27%
34 | ? | -1% | -5% | -4%
35 | -7% | -4% | 1% | 6%
36 | -5% | / | / | 15%
37 | ? | -9% | 1% | 3%
38 | / | 0% | 5% | -41%[88.7 µM]
39 | -15%[46 µM] | 0% | 3% | 12%
40 | 3% | 1% | 5% | -4%
41 | 6%[46 µM] | -1% | -4% | -10%
42 | ? | 1% | 1% | 7%
43 | 6% | -1% | 6% | 1%
44 | 2% | -1% | -2% | -5%
45 | ? | 0% | -5% | 14%

Single values from the results shown:
compound 45 @ RECQ1 helicase = 1%
compound 40 @ RECQ1 helicase = -2%

(list continues)
# | Structure | RECQ1 helicase | ALDH1A1 inh | KDM4E inh | SMN2 splice up
46 | CCOC(=O)Cn1c(=NC(=O)C(C)(C)C)sc2cc([N+](=O)[O-])ccc21 | -16% | -10% | 3% | -7%
47 | CCOc1cc(C(=S)N2CCOCC2)ccc1OS(=O)(=O)c1ccccc1[N+](=O)[O-] | 11% | -1% | -3% | -25%
48 | COc1cc(Cl)c(S(=O)(=O)n2cnc(C)c2)cc1Cl | i | 10% | 1% | 0%
49 | COCc1[nH]nc2c1C(C1C=CCCC1)C(C#N)=C(N)O2 (configuration not stated) | 6% | -14% | 0% | 27%
50 | COC(=O)c1ccc(C(NC(=O)OCc2ccccc2)/C(=C/[C@@H](C)C(=O)NCc2ccncc2)c2cccnc2)cc1 (some centres not stated) | -5% | 4% | 15% | 4%
51 | CCOC(=O)c1oc2ccc(Br)cc2c1CSc1nnc(C)s1 | 8% | -9% | -3% | 5%
52 | Cn1c(SCC(=O)Nc2ccc3c(c2)OCCO3)nnc1-c1ccco1 | 1% | 0.032µM* | -4% | /

# | LMNA splice mod | TexasRed fluor | TRb SRC2 PPI | RGS12 GoLoco inh
46 | -3% | -1% | 5% | 0%
47 | ? | 0% | 8% | -13%
48 | -1% | 0% | -3% | 2%
49 | -22% | 0% | -1% | 1%
50 | / | -3% | 7% | 3%
51 | ? | -6% | -1% | -1%
52 | -6% | -2% | -9% | /

Compound profiles (already shown). Order of values: RECQ1 helicase, ALDH1A1 inh, KDM4E inh, SMN2 splice up, LMNA splice mod, TexasRed fluor, TRb SRC2 PPI, RGS12 GoLoco inh
Entry for COc1cc(Cl)c(S(=O)(=O)n2cnc(C)c2)cc1Cl = i, 10%, 1%, 0%, -1%, 0%, -3%, 2%
Entry for COCc1[nH]nc2c1C(C1C=CCCC1)C(C#N)=C(N)O2 (configuration not stated) = 6%, -14%, 0%, 27%, -22%, 0%, -1%, 1%
